thrombin 1536: inhibitors of human thrombin; P00734; alpha-thrombin, Boc-VPR-AMC fluorogenic substrate cleavage; inhibition, % at 5 µM; 220,000 compounds, 0.26% hits; AID 1046;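 active = inhibition at or above 40%; inactive = inhibition below 40%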;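 note: 0% = enzyme with no compound and 100% = wells without enzyme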
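Test system: human alpha-thrombin; medium: pH 7.5 Tris-saline with Tween 20; times: reaction at room temperature; signal: AMC fluorescence at 355 nm excitation and 460 nm emission; also added: Boc-VPR-AMC substrate, 15 µM final; dosing: one concentration per compound, 5 µM, with 0.2% DMSO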
Runt-SMMHC FRET: Runt domain-CBFb-SMMHC interaction inhibition. Q01196+Q13951. Cerulean-Runt/Venus-CBFb-SMMHC FRET ratio 530/480, 1 h. 220,000 compounds, 0.74% hits. inhibition, % at 20 µM;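 active = mean inhibition across duplicate retests at 20 µM reaching about 50%, limit read from the data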;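 note: 0% = DMSO wells and 100% = wells with excess untagged CBFb-SMMHC; inhibitors lower the FRET ratio by blocking Runt binding to CBFb-SMMHC; some results filed as inactive read as strong as hits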
Wee1 stabilizer: inhibitors of human Wee1 degradation. HeLa Luc-Wee1K328M stability, luciferase luminescence; 100% = proteasome inhibitor MG132 effect. reporter increase, % at 5 µM. 220,000 compounds, 1.2% hits;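 active = activation above the mean of all tested compounds plus 3 SD, set per screening run, cut at about 8.8% in these data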;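 note: cells exposed to compound for 20 h before luminescence read; 0% = DMSO alone and 100% = MG132 at 30 µM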
FXIIa inh 1536: factor XIIa (human) inhibition; purified FXIIa, Boc-QGR-AMC fluorogenic substrate, 2 h; inhibition, % at 5 µM; 220,000 compounds, 0.3% hits; AID 800; in the data active = inhibition above about 40%;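 note: 0% = enzyme with no compound and 100% = blank without enzyme; many of its hits are not listed in these tables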
FXIa inh: factor XIa (human) inhibition; inhibition, % at 5 µM; AID 798; purified FXIa, Boc-Glu-Ala-Arg-AMC fluorogenic substrate; 220,000 compounds, 0.14% hits;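 active = inhibition of at least 40%; inactive = inhibition below 40%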;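 note: fluorescence of freed AMC excited at 355 nm; 0% = enzyme without compound and 100% = no enzyme blank; many of its hits are not listed in these tables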
Target sequence (P03951 19-387 limits assumed): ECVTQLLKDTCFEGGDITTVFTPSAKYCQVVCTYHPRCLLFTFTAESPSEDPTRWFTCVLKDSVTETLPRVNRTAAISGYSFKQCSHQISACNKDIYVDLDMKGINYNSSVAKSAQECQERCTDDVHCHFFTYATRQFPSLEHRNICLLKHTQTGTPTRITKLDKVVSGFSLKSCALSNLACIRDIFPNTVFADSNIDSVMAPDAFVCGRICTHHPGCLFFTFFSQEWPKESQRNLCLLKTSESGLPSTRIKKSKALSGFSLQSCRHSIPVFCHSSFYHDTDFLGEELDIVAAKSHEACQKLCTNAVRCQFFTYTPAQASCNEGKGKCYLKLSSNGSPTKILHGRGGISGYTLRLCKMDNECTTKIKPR
Target sequence (P03951 388-625 limits assumed): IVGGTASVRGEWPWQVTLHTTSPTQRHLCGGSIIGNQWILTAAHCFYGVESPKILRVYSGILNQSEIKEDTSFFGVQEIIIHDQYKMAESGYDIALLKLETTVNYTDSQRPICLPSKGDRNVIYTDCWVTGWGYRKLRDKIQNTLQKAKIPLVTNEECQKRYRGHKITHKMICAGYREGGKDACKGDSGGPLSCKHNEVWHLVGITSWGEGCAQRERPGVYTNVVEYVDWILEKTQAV
Runt-CBFb FRET: blocks binding of human RUNX1 Runt domain to CBFb; 220,000 compounds, 0.46% hits; Cerulean-Runt/Venus-CBFb FRET ratio 530/480, 1 h; inhibition, % at 20 µM; Q01196+Q13951;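 active = inhibition over about 50% at 20 µM in the single-dose screen, limit read from the data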;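 note: 0% = DMSO wells and 100% = excess unlabeled CBFb competitor control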
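System: Cerulean-labeled Runt domain protein | Quantity: 100 nM of each labeled protein | Schedule: 1 h compound exposure, room temperature | Detection: Fluorescence energy transfer, 422 nm excitation, 530/480 nm emission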
hK5 inh: kallikrein 5 (human) inhibition; 210,000 compounds, 0.59% hits; Q9Y337; inhibition, % at 5 µM; recombinant hK5, fluorogenic AMC substrate cleavage;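 active = inhibition of 40% or more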;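 note: 0% = enzyme controls without compound and 100% = no-enzyme blanks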
Target sequence (Q9Y337 67-293 limits assumed): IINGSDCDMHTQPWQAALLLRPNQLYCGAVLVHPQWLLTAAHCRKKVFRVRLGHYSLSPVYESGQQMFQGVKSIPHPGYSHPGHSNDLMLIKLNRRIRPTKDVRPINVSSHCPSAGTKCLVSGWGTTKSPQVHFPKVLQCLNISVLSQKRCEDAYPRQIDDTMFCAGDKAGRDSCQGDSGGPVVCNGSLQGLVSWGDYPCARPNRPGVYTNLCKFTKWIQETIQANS
14-3-3 Bad PPI: disrupts binding of bovine 14-3-3 zeta to phospho-Bad peptide; P63103; TR-FRET 14-3-3zeta/Dy647-pBad peptide displacement, 1 h; inhibition, % at 21.7 µM; 220,000 compounds, 0.71% hits; AID 781;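 active = inhibition above about 70%, limit read from the data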;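 note: 0% = full 14-3-3 plus peptide FRET controls and 100% = background without 14-3-3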
Hck-Nef inh: inhibitors of human Hck kinase activated by Nef | P08631 | Recombinant Hck-YEEI plus Nef, Z-Lyte FRET kinase assay | inhibition, % at 20 µM | 220,000 compounds, 0.68% hits | AID 463187;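 active = Hck-Nef kinase inhibition above about 50%, limit read from the data; inactive = inhibition below that limit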;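 note: 0% = DMSO with Hck plus Nef and 100% = Hck alone without Nef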
* hit, by the source's call; . = not tested or not shown; [ ] = another dose, or the depositor's remark.

no.	smiles	Hck-Nef inh	FXIIa inh 1536	Runt-CBFb FRET	thrombin 1536	Runt-SMMHC FRET	FXIa inh	14-3-3 Bad PPI	Wee1 stabilizer	hK5 inh
1	CC(C)OC(=O)c1nnc(-c2ccccc2)nc1OC(C)C	1	12	-2	4	-5	3	.	-2	-3
2	CN1CCN(c2ccccc2NC(=O)Cc2cn(C)c3ccccc23)CC1	15	8	3	-3	2	0	7[fluorescence artefact?]	3	2
3	O=C(NCCCn1ccnc1)c1noc2c1CCCC2	-3	16	0	2	3	2	-4[fluorescence artefact?]	-3	-11
4	COCCN1CCn2c(nc3cc([N+](=O)[O-])ccc32)C1	28	11	2	2	1	2	-2	-3	3
5	O=C(COC(=O)Cc1cn2ccsc2n1)NCc1ccc2c(c1)OCO2	2	-4	1	-2	-2	-10	-13[fluorescence artefact?]	1	-22
6	Cc1ccc(/C=N/NC(=O)c2cccnc2)o1	31	13	0	2	-2	1	-5	2	5
7	CCN(CC)S(=O)(=O)c1cc(NC(=O)CNc2c(C)n(C)n(-c3ccccc3)c2=O)ccc1C	0	3	-1	-2	-2	-2	3	-2	1
8	O=C(COC(=O)Cn1cnc2ccccc2c1=O)NCc1ccccc1Cl	-32	24	0	32	1	34	4	-2	26
9	NC(=O)c1cc(-c2ccccc2)nc2ccc(Br)cc12	13	2	1	-3	-1	-2	-4	5	-2
10	CCOC(=O)n1n[n+]([O-])c2ccccc21	5	5	1	-6	4	3	-12[fluorescence artefact?]	-2	-23
11	O=C(CSc1cccc[n+]1[O-])Nc1ccccc1Oc1ccccc1	19	6	47	-13	28	-8	-3	-1	-4
12	Cc1cccc(C)c1NC(=S)N(Cc1ccccc1)Cc1cccs1	0	8	0	0	1	1	-6	3	-6
13	CCc1ccc(CN(C)C(=O)c2cc(COc3c(F)cccc3F)on2)cc1	19	8	-6	-1	0	6	-14	1	-2
14	COc1ccc2nc3sc(C(=O)N4CCN(C)CC4)cc3cc2c1	-7	-13	0	-3	0	-15	36	4	-10
15	C#CCNC(=O)C1=C[C@H](c2cn(C(C)=O)c3ccccc23)[C@@H](CCCO)[C@H](OCC)O1	6	5	0	-9	2	-4	-2	3	-3
16	O=C(NC(=S)N(CCCCO)C1CCCCC1)c1sc2ccccc2c1Cl	1	15	-3	1	-8	2	-9	-3	-3
17	CC1CCN(S(=O)(=O)c2ccc3c(c2)N(CC(=O)NCc2cccnc2)C(=O)CS3)CC1	-7	32	-4	3	-4	26	-8	3	-3
18	NC(=O)c1ccsc1NC(=O)COC(=O)CSc1ccc(Cl)cc1	-33	9	0	0	-3	2	-7	5	-1
19	Cc1ccc(SCc2nn(C)c(Cl)c2C=O)cc1	26	7	2	-3	-2	-2	-13	1	0
20	O=C(N/N=C/c1ccccc1C(=O)O)C(=O)N1CCCCC1	-2	3	2	-3	0	-5	0	6	-9
21	CC(O)c1ccc2c(c1)OCCOCCN(C)CCOCCO2 (stereo not drawn)	0	-12	-2	-19	-1	-4	-4	2	-3
22	O=C(CSc1nc(-c2ccccc2Cl)ns1)Nc1ccc2c(c1)OCO2	1	7	1	-7	-2	3	13[fluorescence artefact?]	2	3
23	CCOc1ccccc1Nc1ncccc1C(=O)O	4	31	2	6	1	4	-11	0	-3
24	Cc1ccc(NC(=O)c2sc3ccccc3c2Cl)nc1	5	16	-1	4	1	2	9	4	3
25	CCCS(=O)(=O)N1CCCC(C(=O)NC(C)c2ccc3c(c2)OCCO3)C1 (stereo not drawn)	2	-6	-1	-10	8	-5	3	-2	1
26	O=C(CSc1nnc(-c2ccc3c(c2)OCO3)o1)Nc1ncc(Cl)cc1Cl	3	7	3	-5	2	0	-2[fluorescence artefact?]	1	-5
27	CC(Oc1ccccc1)C(=O)NNC(=O)c1cccs1 (stereo not drawn)	20	1	1	-8	-6	8	-4	-2	-1
28	COCCNC(=O)CCCn1c(=O)c2cc(OC)c(OC)cc2n(CC(=O)Nc2ccccc2OC)c1=O	1	11	-2	-5	-7	0	-17	0	2
29	O=C(COC(=O)CCCOc1ccc(Cl)cc1Cl)NCc1ccc(F)cc1	3	6	-1	-13	-1	-6	-1[fluorescence artefact?]	1	-9
30	O=C1N(Cc2ccc3c(c2)OCO3)c2ccccc2C1(O)c1c[nH]c2ccccc12 (stereo not drawn)	1	0	-2	1	3	-5	-12	-3	5
31	Cc1cc(C)c(S(=O)(=O)c2ccccc2Cl)c(Cl)n1	6	3	0	-3	3	-10	12	-2	-3
32	Cc1sc2ncnc(OCC(=O)NC(C)C(C)C)c2c1C (stereo not drawn)	8	11	0	2	-4	-1	5	0	-3
33	O=C(NCc1ccc2c(c1)OCO2)c1ccc(CS(=O)(=O)c2ccc(Br)cc2)o1	3	12	1	5	-4	3	1[fluorescence artefact?]	2	2
34	O=C(N/N=C/c1ccccc1O)C1(O)c2ccccc2-c2ccccc21	3	-2	5	-7	2	-8	-7	2	-21
35	CN(c1ccccc1)S(=O)(=O)c1ccc(C(=O)OCC(=O)N2CCOCC2)cc1	0	18	1	2	-1	7	7[fluorescence artefact?]	-4	5
36	Cc1ccc(N2CCN(/N=C/c3cccs3)CC2)cc1	0	5	2	-3	6	-7	2	1	-6
37	O=C(Nc1nnc(-c2ccccc2SCc2ccccc2F)s1)Nc1ccccc1F	10	32	2	2	-1	19	12	2	-10
38	CCOC(=O)C1(O)CSc2nc3sc(C(=O)O)c(C)c3c(=O)n21 (stereo not drawn)	-1	11	-1	2	-2	-1	5	-2	-3
39	O=C(Nc1cccc(O)c1)c1ccc([N+](=O)[O-])cc1Cl	-1	-4	3	-1	2	-9	-6	-1	-27
40	COc1c(C(=O)N2CCCC2)ccc2ccccc12	0	10	2	1	-1	-9	-2	-1	3

Rewritten with values under each structure: part of the list above
Sequence of screens: Hck-Nef inh	FXIIa inh 1536	Runt-CBFb FRET	thrombin 1536	Runt-SMMHC FRET	FXIa inh	14-3-3 Bad PPI	Wee1 stabilizer	hK5 inh
(36) Cc1ccc(N2CCN(/N=C/c3cccs3)CC2)cc1
 : 0	5	2	-3	6	-7	2	1	-6
(33) O=C(NCc1ccc2c(c1)OCO2)c1ccc(CS(=O)(=O)c2ccc(Br)cc2)o1
 : 3	12	1	5	-4	3	1[fluorescence artefact?]	2	2

Next compounds
no.	smiles	Hck-Nef inh	FXIIa inh 1536	Runt-CBFb FRET	thrombin 1536	Runt-SMMHC FRET	FXIa inh	14-3-3 Bad PPI	Wee1 stabilizer	hK5 inh
41	CCc1cc(C(=O)OC)c(NC(=O)c2cc(Br)cs2)s1	11	18	0	-1	2	7	0	4	-19
42	Cc1cc2c(C)cc(=O)[nH]c2cc1NC(=O)CCl	-2	8	-3	-1	-6	2	5	-3	1
43	CC(C)[C@H](NC(=O)c1ccccc1)C(=O)N1CCc2ccccc21	4	14	-3	-4	4	5	-2	3	-6
44	Cc1nc(-c2cccs2)ccc1C(=O)O	26	7	3	-7	10	3	-1	0	-1
45	Cc1cc(C)c2ccc(NN)nc2c1O	2	22	4	3	-3	6	-9	2	-69
46	O=C1c2cccc3cccc(c23)C(=O)N1CC1CCN(CC(O)COCc2ccc3c(c2)OCO3)CC1 (stereo not drawn)	3	10	-2	-6	0	5	-3	-2	-18
47	CC(O)CN(Cc1ccc(Cl)cc1)CC(C)O (stereo not drawn)	1	11	.	-8	-7	-3	86*	0	-5
48	Cn1c(N)c(C(=O)COC(=O)CSc2ccc3ccccc3c2)c(=O)n(C)c1=O	6	17	-3	0	-2	12	1	0	-11
49	COCc1cc(C)nc(Nc2ccccc2C)c1C#N	-8	16	2	6	-4	3	5	-2	0
50	CC(O)C(NC=C1C(=O)OC(C)(C)OC1=O)C(=O)O (stereo not drawn)	6	3	-2	-9	-1	-6	-2	1	.
51	Cc1ccccc1-c1nc(CSc2nc3c(c(=O)[nH]2)CCC3)c(C)o1	-8	8	-3	-2	2	3	1	3	-9
52	Nc1nc2n(n1)C(=O)CC(c1ccccc1)N2 (stereo not drawn)	7	6	.	1	-1	-3	-23	0	-11
53	O=c1oc2ccccc2c(NCCO)c1[N+](=O)[O-]	22	0	-2	-6	0	-3	-5	-1	9
54	O=C(CCCNS(=O)(=O)c1cccc2nsnc12)NC1CCCCC1	-1	8	-4	-2	-4	-5	-9	1	-10
55	COc1ccc(-n2c(SCC3OCCO3)nc3c(sc(=S)n3-c3ccccc3)c2=O)cc1OC	-29	11	-6	-2	2	-2	-11	5	1
56	CCOC(=O)Cc1nn(Cc2ccccc2)c(=O)c2ccccc12	16	5	0	-7	1	-4	-5	-1	-1
57	CSc1cccc(NC(=O)c2cnccn2)c1	4	14	-2	2	0	6	6	3	-7
58	CCCC(=O)N(c1ccc2oc(=O)sc2c1)S(=O)(=O)c1ccccc1	1	-3	49	7	37	-7	-9[fluorescence artefact?]	-4	-37
59	CCSCc1nnc(SCC(=O)Nc2cccc(C(C)=O)c2)n1C	-16	7	1	3	-6	1	-7	3	-6

5 compounds from above, arranged by length of the SMILES, rising.
no.	smiles	Hck-Nef inh	FXIIa inh 1536	Runt-CBFb FRET	thrombin 1536	Runt-SMMHC FRET	FXIa inh	14-3-3 Bad PPI	Wee1 stabilizer	hK5 inh
52	Nc1nc2n(n1)C(=O)CC(c1ccccc1)N2 (stereo not drawn)	7	6	.	1	-1	-3	-23	0	-11
50	CC(O)C(NC=C1C(=O)OC(C)(C)OC1=O)C(=O)O (stereo not drawn)	6	3	-2	-9	-1	-6	-2	1	.
54	O=C(CCCNS(=O)(=O)c1cccc2nsnc12)NC1CCCCC1	-1	8	-4	-2	-4	-5	-9	1	-10
43	CC(C)[C@H](NC(=O)c1ccccc1)C(=O)N1CCc2ccccc21	4	14	-3	-4	4	5	-2	3	-6
55	COc1ccc(-n2c(SCC3OCCO3)nc3c(sc(=S)n3-c3ccccc3)c2=O)cc1OC	-29	11	-6	-2	2	-2	-11	5	1

Screens deposited in PubChem by several laboratories.
